Screens deposited in PubChem BioAssay by The Scripps Research Institute Molecular Screening Center.
SRC3 TRFRET art – TR-FRET detection interference compounds, artefact control for PPARgamma SRC-3 recruitment agonists, biochemical, TR-FRET ratio | 0.39% of 99,000 active | TR-FRET ratio at 8 µM | TR-FRET artefact counter-screen, PPARgamma/SRC-3 format; stronger effect = higher value; in the data active = TR-FRET ratio above about 2000; also: inactives centre near 1600
SRC1 TRFRET art – TR-FRET detection interference compounds, primary screen, artefact control for PPARgamma SRC-1 recruitment agonists, biochemical, TR-FRET emission ratio. TR-FRET detection artefact counter-screen; stronger effect = higher value. TR-FRET ratio at 8 µM. 0.34% of 99,000 active; in the data active = TR-FRET ratio above about 2300; also: inactives centre near 1800
* marks the source's active call; other numbers are inactive results; & = joins results of further samples. These rows are one share of the data, so the mix of outcomes need not match the whole.

Each structure is followed by: SRC3 TRFRET art	SRC1 TRFRET art
#1 Fc1ccc(N/N=C2/CC(c3ccccc3)Oc3ccccc32)c(F)c1 (centres undefined)
→ 1720	1788
#2 CC1COC(=O)C(NNc2ccc(Cl)c(Cl)c2)=N1 (centres undefined)
→ 1548	1465
#3 Cc1cccc(NC(=O)NNS(=O)(=O)c2ccc(F)cc2)c1
→ 1487	1744
#4 CC1CCN(c2ccc(C(=O)NCc3cccs3)cn2)CC1
→ 1714	1908
#5 CC(C)c1cccc(C(C)C)c1NC(=O)COC(=O)[C@H](C)NC(N)=O
→ 1569	1661
#6 Cc1ccc(OCc2ccc(C(=O)Nc3ccc(S(N)(=O)=O)cc3)o2)cc1
→ 1520	1793
#7 NC(=O)Nc1cccc2ccccc12
→ 1578	1938
#8 Cc1ccc(S(=O)(=O)N2CCN(C(=O)CC(C)C)CC2)cc1
→ 1954	1691
#9 COc1ccc(-n2nc(C(=O)NCC(=O)NCC3COc4ccccc4O3)c3ccccc3c2=O)c(OC)c1 (centres undefined)
→ 1543	1740
#10 Brc1ccc(-c2csc3ncnc(-n4nnc5ccccc54)c23)cc1
→ 1376	1633
#11 CCOC(=O)C(Cc1ccc(NC(=O)/C(=C\c2ccccc2)NC(=O)c2ccccc2)cc1)N1C(=O)c2ccccc2C1=O (centres undefined)
→ 1662	1801
#12 COCCCC/C(=N\OCCN)c1ccc(C(F)(F)F)cc1
→ 1635&1451	1761&1723
#13 CCCC(c1nnnn1CCOC)N1CCN(c2nc3ccccc3s2)CC1 (centres undefined)
→ 1772	1883
#14 CC(C)CNC(=O)NC(=O)COC(=O)c1cc(F)cc(F)c1
→ 1592	1780
#15 COC(=O)c1nn(Cc2ccccc2)c(=O)c2ccccc12
→ 1601	1711

Of the compounds above, two contain a thiophene ring, fused or not:
Each structure is followed by: SRC3 TRFRET art	SRC1 TRFRET art
#4 CC1CCN(c2ccc(C(=O)NCc3cccs3)cn2)CC1
→ 1714	1908
#10 Brc1ccc(-c2csc3ncnc(-n4nnc5ccccc54)c23)cc1
→ 1376	1633

(next part)
Each structure is followed by: SRC3 TRFRET art	SRC1 TRFRET art
#16 COc1ccccc1OCC(=O)N/N=C/C=C/c1ccc([N+](=O)[O-])o1
→ 1619	1670
#17 CCc1cc2c(=O)[nH]c(Cc3ccc(OC)cc3)nc2s1
→ 1659	2160
#18 CN1CCN(C(=O)C2=C[C@H](c3csc4ccccc34)C[C@H](OCc3ccc(CO)cc3)O2)CC1
→ 1638	1738
#19 CN(c1ccccc1)S(=O)(=O)c1cccc(C(=O)OCC(=O)NCCCN2CCCC2=O)c1
→ 1576	1877
#20 O=C(CCC(=O)N(CC(=O)NC1CCCC1)Cc1ccc2c(c1)OCO2)Nc1nccs1
→ 1458	1888
#21 CC(CC(=O)Nc1nc2ccccc2[nH]1)n1ccnc1 (centres undefined)
→ 1397	1629
#22 C/C(CC(=O)NCc1ccc(Cl)cc1)=N\NC(=O)Cc1ccccc1
→ 1546	1625
#23 CCn1c2c(c(C)cc1=O)C(=O)CC(C)(C)C2
→ 1405	1697
#24 O=C(Nc1ccc(C(=O)O)cc1)/C(=C/c1cccc(Br)c1)NC(=O)c1ccco1
→ 1418	1470
#25 CC1=CC(C)(C)NC(=O)N1c1ccc(C)cc1
→ 1492	1653
#26 CCCN1Cc2cccc(C(=O)NCCCOC(C)C)c2C1=O
→ 1630	1760
#27 CCn1c2ccccc2c2cc(CN3CCN(S(C)(=O)=O)CC3)ccc21
→ 1549	1577
#28 CCOc1ccccc1NC(=O)/C=C/c1ccccc1[N+](=O)[O-]
→ 1652	2018
#29 Cc1nc(N2CCCCC2C)c2c(C)c(C(=O)Nc3cccc(C(F)(F)F)c3)sc2n1 (centres undefined)
→ 1608	2035
#30 CCN(CC)S(=O)(=O)c1ccc(C)c(NC(=O)CSc2ncc(C(F)(F)F)cc2Cl)c1
→ 1723	1900

(31) CCNC(=S)Nc1ccc(Cl)c(C(F)(F)F)c1
- SRC3 TRFRET art: 1460
- SRC1 TRFRET art: 1999

(32) CCCCN(CCCC)C(=O)c1cc2ccccc2c(=O)o1
- SRC3 TRFRET art: 1504
- SRC1 TRFRET art: 1909

(33) COCc1c(N)c(C)nc(Cl)c1C#N
- SRC3 TRFRET art: 1476
- SRC1 TRFRET art: 1542

(34) CC(C)CNC(=S)Nc1ccc(Oc2ccccc2)cc1
- SRC3 TRFRET art: 1561
- SRC1 TRFRET art: 1715

(35) CN(C(=O)COC(=O)c1cc([N+](=O)[O-])ccc1N1CCCC1)C1CCS(=O)(=O)C1 (centres undefined)
- SRC3 TRFRET art: 1467
- SRC1 TRFRET art: 1714

(36) CCOCCN1CCN(c2c3c(nc4cc(-c5ccc(F)cc5)nn24)CCC3)CC1
- SRC3 TRFRET art: 1677
- SRC1 TRFRET art: 1793

(37) COc1ccc(N(C(C)C(=O)Nc2cccnc2)S(C)(=O)=O)cc1 (centres undefined)
- SRC3 TRFRET art: 1759
- SRC1 TRFRET art: 1830

(38) Cc1ccc(SCc2cc(=O)[nH]c(Nc3nc(C)c4ccc(C)cc4n3)n2)cc1
- SRC3 TRFRET art: 1589
- SRC1 TRFRET art: 1717

(39) CCCCNC(=S)Nc1ccc(SC(F)F)cc1
- SRC3 TRFRET art: 1805
- SRC1 TRFRET art: 1574

(40) O=C1C(Nc2ccccc2)=C(NS(=O)(=O)c2ccccc2)C(=O)c2ccccc21
- SRC3 TRFRET art: 1490
- SRC1 TRFRET art: 1689

A section taken from the entries so far, as a working copy:
(22) C/C(CC(=O)NCc1ccc(Cl)cc1)=N\NC(=O)Cc1ccccc1
- SRC3 TRFRET art: 1546
- SRC1 TRFRET art: 1625

(23) CCn1c2c(c(C)cc1=O)C(=O)CC(C)(C)C2
- SRC3 TRFRET art: 1405
- SRC1 TRFRET art: 1697

(24) O=C(Nc1ccc(C(=O)O)cc1)/C(=C/c1cccc(Br)c1)NC(=O)c1ccco1
- SRC3 TRFRET art: 1418
- SRC1 TRFRET art: 1470

(25) CC1=CC(C)(C)NC(=O)N1c1ccc(C)cc1
- SRC3 TRFRET art: 1492
- SRC1 TRFRET art: 1653

(26) CCCN1Cc2cccc(C(=O)NCCCOC(C)C)c2C1=O
- SRC3 TRFRET art: 1630
- SRC1 TRFRET art: 1760

(27) CCn1c2ccccc2c2cc(CN3CCN(S(C)(=O)=O)CC3)ccc21
- SRC3 TRFRET art: 1549
- SRC1 TRFRET art: 1577

(28) CCOc1ccccc1NC(=O)/C=C/c1ccccc1[N+](=O)[O-]
- SRC3 TRFRET art: 1652
- SRC1 TRFRET art: 2018

(29) Cc1nc(N2CCCCC2C)c2c(C)c(C(=O)Nc3cccc(C(F)(F)F)c3)sc2n1 (centres undefined)
- SRC3 TRFRET art: 1608
- SRC1 TRFRET art: 2035

(30) CCN(CC)S(=O)(=O)c1ccc(C)c(NC(=O)CSc2ncc(C(F)(F)F)cc2Cl)c1
- SRC3 TRFRET art: 1723
- SRC1 TRFRET art: 1900

(31) CCNC(=S)Nc1ccc(Cl)c(C(F)(F)F)c1
- SRC3 TRFRET art: 1460
- SRC1 TRFRET art: 1999

(32) CCCCN(CCCC)C(=O)c1cc2ccccc2c(=O)o1
- SRC3 TRFRET art: 1504
- SRC1 TRFRET art: 1909

(33) COCc1c(N)c(C)nc(Cl)c1C#N
- SRC3 TRFRET art: 1476
- SRC1 TRFRET art: 1542

(34) CC(C)CNC(=S)Nc1ccc(Oc2ccccc2)cc1
- SRC3 TRFRET art: 1561
- SRC1 TRFRET art: 1715

(35) CN(C(=O)COC(=O)c1cc([N+](=O)[O-])ccc1N1CCCC1)C1CCS(=O)(=O)C1 (centres undefined)
- SRC3 TRFRET art: 1467
- SRC1 TRFRET art: 1714

(36) CCOCCN1CCN(c2c3c(nc4cc(-c5ccc(F)cc5)nn24)CCC3)CC1
- SRC3 TRFRET art: 1677
- SRC1 TRFRET art: 1793

(37) COc1ccc(N(C(C)C(=O)Nc2cccnc2)S(C)(=O)=O)cc1 (centres undefined)
- SRC3 TRFRET art: 1759
- SRC1 TRFRET art: 1830

(38) Cc1ccc(SCc2cc(=O)[nH]c(Nc3nc(C)c4ccc(C)cc4n3)n2)cc1
- SRC3 TRFRET art: 1589
- SRC1 TRFRET art: 1717

(39) CCCCNC(=S)Nc1ccc(SC(F)F)cc1
- SRC3 TRFRET art: 1805
- SRC1 TRFRET art: 1574

(40) O=C1C(Nc2ccccc2)=C(NS(=O)(=O)c2ccccc2)C(=O)c2ccccc21
- SRC3 TRFRET art: 1490
- SRC1 TRFRET art: 1689

Next part
(41) Cc1cc(C)cc(N2C(=O)CC(Sc3ncn[nH]3)C2=O)c1 (centres undefined)
- SRC3 TRFRET art: 1358
- SRC1 TRFRET art: 1519

(42) O=C(COc1ccc2c(c1)OCO2)Nc1ccccc1F
- SRC3 TRFRET art: 1540
- SRC1 TRFRET art: 1974

(43) CCOC(=O)N1CCN(C(=S)NC(=O)c2ccc(F)c(F)c2)CC1
- SRC3 TRFRET art: 1429
- SRC1 TRFRET art: 1521

(44) Cc1ccc(S(=O)(=O)N2CCCCC2)cc1NC(=O)CSc1ccc2c(c1)OCCO2
- SRC3 TRFRET art: 1559
- SRC1 TRFRET art: 1687

(45) C/C(N)=C(/C#N)C(=O)COC(=O)c1ccccc1Cc1ccccc1
- SRC3 TRFRET art: 1591
- SRC1 TRFRET art: 1701

(46) CC(C)C(NC(=O)Cc1ccccc1[N+](=O)[O-])C(C)C
- SRC3 TRFRET art: 1634
- SRC1 TRFRET art: 1947

(47) CCOC(=O)Cc1[nH]nc2c1C(c1ccsc1)C(C#N)=C(N)O2 (centres undefined)
- SRC3 TRFRET art: 1653
- SRC1 TRFRET art: 1752

(48) COc1ccc(CCNc2nc(-c3ccc(NC(C)=O)cc3)cs2)cc1OC
- SRC3 TRFRET art: 1670
- SRC1 TRFRET art: 1920

(49) Cc1nnc(SCC(=O)Nc2nccs2)n(N)c1=O
- SRC3 TRFRET art: 1378
- SRC1 TRFRET art: 1557

(50) Cc1ccc(S(=O)(=O)N2CCCCC2)cc1NC(=O)CSc1ncnc2ccccc12
- SRC3 TRFRET art: 1694
- SRC1 TRFRET art: 1882

(51) Cc1nn(C)c(C)c1S(=O)(=O)N1CCC(C(=O)NC2CCCCCC2)CC1
- SRC3 TRFRET art: 1575
- SRC1 TRFRET art: 1693

(52) COc1ccc(CNC(=O)CSc2nnnn2-c2ccccc2)cc1
- SRC3 TRFRET art: 1299
- SRC1 TRFRET art: 1725

(53) CC1(C)C2CCC1(CS(=O)(=O)Nc1ccc(S(=O)(=O)NC3CCCCC3)cc1)C(=O)C2 (centres undefined)
- SRC3 TRFRET art: 1652
- SRC1 TRFRET art: 1580

(54) O=C(Oc1ccc([N+](=O)[O-])cc1)c1cccnc1
- SRC3 TRFRET art: 1605
- SRC1 TRFRET art: 1611

(55) O=C(Nc1ccc2c(c1)Cc1ccccc1-2)c1ccncc1
- SRC3 TRFRET art: 1688
- SRC1 TRFRET art: 1819

(56) S=C(NCCCN1CCOCC1)Nc1ccc(Cl)cc1
- SRC3 TRFRET art: 1591
- SRC1 TRFRET art: 1918

(57) CCOc1ccc(C(=O)NCC2CCCO2)cc1OCC (centres undefined)
- SRC3 TRFRET art: 1570
- SRC1 TRFRET art: 1636

(58) CC(C)NS(=O)(=O)c1ccc(CCC(=O)NCc2ccncc2)cc1
- SRC3 TRFRET art: 1734
- SRC1 TRFRET art: 1894

(59) Cc1ccc(Cn2cc(SCC(N)=O)c3ccccc32)cc1
- SRC3 TRFRET art: 1542
- SRC1 TRFRET art: 1827

(60) COC(=O)C1=C(C)N(C)C(=O)NC1c1ccc(O)c(Cl)c1 (centres undefined)
- SRC3 TRFRET art: 1763
- SRC1 TRFRET art: 1890

(61) CCN(CC)CCNC(=O)c1ccc(NC(=O)c2c(F)cccc2Cl)cc1
- SRC3 TRFRET art: 1528
- SRC1 TRFRET art: 1903

(62) CN(CC(=O)Nc1ccc(F)c(F)c1F)c1ncnc2sccc12
- SRC3 TRFRET art: 1454
- SRC1 TRFRET art: 1795

(63) CN(C(=O)COC(=O)c1ccc2c(=O)n3c(nc2c1)CCC3)c1ccccc1
- SRC3 TRFRET art: 1483
- SRC1 TRFRET art: 1682

(64) Cc1ccc(S(=O)(=O)c2cn(Cc3ccc(F)cc3)c3cc4c(cc3c2=O)OCO4)cc1
- SRC3 TRFRET art: 2414*
- SRC1 TRFRET art: 2093

(65) Cc1ccc(C(=O)N(CC#N)CC#N)cc1C
- SRC3 TRFRET art: 1519
- SRC1 TRFRET art: 1785

(66) N/C(=N\NC(=O)c1cccs1)c1cc2ccccc2oc1=O
- SRC3 TRFRET art: 1847
- SRC1 TRFRET art: 1754

(67) OCCCNC(=S)Nc1ccc(Oc2ccccc2)cc1
- SRC3 TRFRET art: 1580
- SRC1 TRFRET art: 1866

Part of the list above in order of number of heavy atoms, largest number first.
(43) CCOC(=O)N1CCN(C(=S)NC(=O)c2ccc(F)c(F)c2)CC1
- SRC3 TRFRET art: 1429
- SRC1 TRFRET art: 1521

(57) CCOc1ccc(C(=O)NCC2CCCO2)cc1OCC (centres undefined)
- SRC3 TRFRET art: 1570
- SRC1 TRFRET art: 1636

(25) CC1=CC(C)(C)NC(=O)N1c1ccc(C)cc1
- SRC3 TRFRET art: 1492
- SRC1 TRFRET art: 1653
